Assay outcomes (PubChem BioAssay)
Tb PYK inh: T. brucei pyruvate kinase inhibition; TbPYK enzyme, Kinase-Glo Plus ATP luminescence, 45 min; Potency, µM (titrated, usually from 76.8 µM), for the others: at the highest dose activity, negative = inhibition, hits mostly inhibitors; 410,000 tested, 0.12% active; further: nearly all actives have a fitted effect of over 50% in size
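Glycolytic pyruvate kinase of T. brucei was incubated with substrate, test compound and 130 uM ADP for 45 minutes at room temperature. Luminescent Kinase-Glo Plus signal was measured after 10 minutes.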
LmPK inhibitor: blocks Leishmania mexicana pyruvate kinase activity | 290,000 tested, 0.37% active | Potency, µM (top dose mostly 57.5 µM), without a hit: at the highest dose activity change, negative = inhibition, actives largely listed as inhibitors | purified LmPK, Kinase-Glo ATP luminescence, 1 h | Q27686
Target sequence (Q27686 whole entry, looked up): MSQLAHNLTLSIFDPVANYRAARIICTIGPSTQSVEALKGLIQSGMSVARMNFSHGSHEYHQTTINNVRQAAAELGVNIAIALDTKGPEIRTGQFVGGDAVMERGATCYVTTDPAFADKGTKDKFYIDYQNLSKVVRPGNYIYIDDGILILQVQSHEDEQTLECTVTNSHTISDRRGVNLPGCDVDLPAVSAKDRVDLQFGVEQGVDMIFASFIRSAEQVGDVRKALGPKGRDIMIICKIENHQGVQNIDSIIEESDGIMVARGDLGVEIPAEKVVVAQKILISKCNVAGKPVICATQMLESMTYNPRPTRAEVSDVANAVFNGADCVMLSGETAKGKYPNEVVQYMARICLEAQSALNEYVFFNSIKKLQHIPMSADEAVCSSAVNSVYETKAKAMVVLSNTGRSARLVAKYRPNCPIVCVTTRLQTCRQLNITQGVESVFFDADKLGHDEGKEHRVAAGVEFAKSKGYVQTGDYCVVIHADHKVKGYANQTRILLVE
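qHTS format; LmPK 0.1 nM; substrates PEP 0.5 mM and ADP 0.1 mM. One-hour room-temperature incubation, then coupled luciferase luminescence; 0.5 nM enzyme wells mark activation.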
Pf growth 48h: inhibits P. falciparum growth in the first generation, 48 h; P. falciparum luciferase growth in erythrocytes, 48 h; Potency, µM (highest dose often 28.7 µM), for inactives: at the highest dose activity change, negative = inhibition, most hits filed as inhibitors; 310,000 tested, 5.9% active; AID 504832
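In quantitative HTS format, infected erythrocytes bearing luciferase-reporter parasites were treated for a single generation at 37 C. Luminescence after adding detection reagent served as the growth measure.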
Pf growth 96h: P. falciparum growth inhibition at 96 hour, primary screen for plastid delayed-death inhibitors; AID 504834; P. falciparum luciferase reporter growth, 96 h; 320,000 tested, 6.9% active; Potency, µM (doses to about 28.7 µM), for the others: at the highest dose activity change, negative = inhibition, actives largely listed as inhibitors
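P. falciparum expressing integrated firefly luciferase grown in erythrocytes (2% hematocrit, 0.05% parasitemia final) with compounds for 96 hours at 37 C, 5% CO2. Growth inhibition read as loss of luminescence after adding luciferase detection reagent.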
Sm TGR inh: S. mansoni TGR enzyme inhibition; purified TGR, DTNB reduction, TNB absorbance 405 nm; AID 485364; 360,000 tested, 3% active; Potency, µM (titrated, usually from 114 µM), without a hit: top-dose activity change, negative = inhibition, usual class: inhibitors; further: nearly all actives have a fitted effect of over 60% in size
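TGR 20 nM + NADPH 100 uM (dispensed conc.), cpd preinc 15 min RT; start with NADPH (500 uM addition) then DTNB (15 mM addition). Kinetic TNB absorbance, 405 nm filter. Four-parameter Hill fit across titration.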
HCV inhibitor: blocks hepatitis C virus; Huh7.5.1 HCVcc-Cre infection, luciferase reporter, 44 h; Potency, µM (doses to about 41.8 µM), without a hit: at the top dose activity change, negative = inhibition, actives largely listed as inhibitors; 340,000 tested, 3.4% active
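Reporter virus HCVcc-Cre (~0.5 moi) infects cells exposed to compound; seeding density 1,000 cells/well with 4 h settling beforehand. Luminescence, 15 sec read, taken 44 h post-infection following a 15 min RT substrate incubation.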
* hit, by the source's call; u = inconclusive; x = no result given; & = joins results of further samples; [ ] = another dose, or the depositor's remark. The call rests on the fitted dose curve; in most records, active means well fitted curve in the direction sought with a large enough effect; inconclusive means small, poorly fitted or top-dose-only effect, or another doubt; inactive means no such curve, though single readings can be large; an effect the other way counts as inactive or inconclusive. On the % scale 0 is the no-effect control and ±100 the full control effect; potency means the concentration at half of the fitted maximal effect.

1: CCc1onc(C)c1C(=O)Nc1ccc2c(c1)OCO2
2: Cc1ccc(CNS(=O)(=O)c2cn(C)c(=O)n(C)c2=O)cc1
3: CCOC(=O)N1CCC(N2CC34C=CC(O3)C(C(=O)Nc3ccc(C(C)C)cc3)C4C2=O)CC1 (centres undefined)
4: N#C/C(=C/c1ccc(N2CCCC2)c([N+](=O)[O-])c1)c1nc2ccccc2[nH]1
5: COc1ccc(O)c(C(c2c(C)[nH][nH]c2=O)c2c(C)[nH][nH]c2=O)c1
6: C=CCSC(=C(C#N)C#N)c1cc2c([nH]1)CCCC2

entry no.	1	2	3	4	5	6
Tb PYK inh	1%	-1%	0%	x	-1%	3%
Pf growth 48h	-7%	17%	x	u	-2%	u
LmPK inhibitor	0%	-13%	9%	-3%	2%	4%
Pf growth 96h	19%	1%	u	49%[activator]	17%	x
HCV inhibitor	10%	x	1%	-28%	7%	13µM*
Sm TGR inh	2%	-9%	-4%	-12%	-15%	-34%

7: FC(F)(F)c1ccc(N/N=C/c2cccnc2)nc1
8: O=C(COC(=O)CCN1C(=O)c2cccc([N+](=O)[O-])c2C1=O)NCc1ccccc1
9: COc1ccc(CNC(=O)C2CCCN(C(=O)Nc3ccc(OC)cc3)C2)cc1 (centres undefined)
10: O=C(Nc1ccc2c(c1)OCO2)Nc1cnccn1
11: Cn1cc(SCC(=O)N2CCOCC2)c2ccccc21
12: COc1cccc(CNC(=O)C2CCN(S(=O)(=O)c3ccc4c(c3)CC(C)N4C(C)=O)CC2)c1 (centres undefined)

entry no.	7	8	9	10	11	12
Tb PYK inh	-7%	-1%	10%	-5%	-25%	1%
Pf growth 48h	u	383%[activator]	10%	142%[activator]	53%[activator]	u
LmPK inhibitor	-1%	-7%	-2%	0%	0%	7%
Pf growth 96h	u	31%[activator]	-3%	x	11%	u
HCV inhibitor	14%	16%	14%	16%	5%	-12%
Sm TGR inh	-19%	79µM*	5%	-3%	0%	-10%

13: C/C(=N\NC(=O)c1nonc1N)c1cccs1
14: CC1CCN(CC(=O)Nc2ccc(S(=O)(=O)NC3CC3)cc2)CC1
15: O=C(c1cccc([N+](=O)[O-])c1)N1CCN(S(=O)(=O)N2CCCCC2)CC1
16: CS(=O)(=O)Nc1cccc(C2=NN(S(=O)(=O)c3ccc(F)cc3)C(c3cccs3)C2)c1 (centres undefined)
17: Cc1ccc(NCc2nnc(SCCN3CCCCC3)n2CC2CCCO2)cc1Cl (centres undefined)
18: O=C1CC(c2ccccc2)Oc2cc(O)cc(O)c21 (centres undefined)

entry no.	13	14	15	16	17	18
Tb PYK inh	6%	18%	-6%	6%	1%	6%
Pf growth 48h	32%[activator]	37%[activator]	17%	-14%	7%	-4%
LmPK inhibitor	-23%	-3%	2%	2%	-1%	2%
Pf growth 96h	13%	55%[activator]	u	u	8%	u
HCV inhibitor	22%	-14%	-11%	u	-12%&-29%	-27%
Sm TGR inh	-3%	3%	-12%	-13%	7%	-7%

19: COc1ccc(Cn2c(C(C)C)nc3sc4ccccc4c(=O)c3c2=O)cc1
20: CCOC(=O)N1CCN(CCC(=O)c2ccc(Br)cc2)CC1
21: COc1cc(S(=O)(=O)NC2CCCC2)ccc1Cl
22: COC(=O)[C@H](CCSC)NC(=O)N1CCC(C)CC1
23: Cc1c(C=O)c2ccccc2n1Cc1ccccc1
24: Cc1cc(C)n(S(=O)(=O)c2ccccc2)n1

entry no.	19	20	21	22	23	24
Tb PYK inh	4%	1%	0%	1%	4%	-7%
Pf growth 48h	u	7%	4%	7%	2%	-1%
LmPK inhibitor	5%	-3%	6%	-2%	3%	1%
Pf growth 96h	u	u	86%[activator]	x	-1%	5%
HCV inhibitor	u	1%	6%	13%	-3%	-12%
Sm TGR inh	5%	0%	-6%	-5%	-17%	1%

25: CC(NC(=O)Cn1cc2c(n1)CCCCC2)c1ccccc1 (centres undefined)
26: O=C(NCC1CCCO1)C1CCN(C2CCN(C(=O)C3CCCCC3)CC2)CC1 (centres undefined)
27: O=C(CCC(=O)OCc1ccc(C(=O)Oc2ccccc2)cc1)Nc1cccc2ccccc12
28: Cc1cc(NC(=O)CNC(=O)C2CCCCC2)no1
29: Cc1nn(CC(=O)NC2CCCC2)c(C)c1[N+](=O)[O-]
30: CN1CCSc2ccc(C(=O)NCc3cccc(F)c3)cc21

entry no.	25	26	27	28	29	30
Tb PYK inh	1%	0%	4%	-2%	2%	-14%
Pf growth 48h	-20%	13%	-1%	3%	-18%	-22%
LmPK inhibitor	0%	9%	3%	0%	x	1%
Pf growth 96h	-28%	7%	0%	-28%	-6%	9.3µM*
HCV inhibitor	11%	11%	2%	-5%	7%	u
Sm TGR inh	4%	0%	-1%	0%	0%	4%

31: CCCN(CCC)CCNC(=O)C1CC(=O)N(c2ccc(OC)cc2)C1c1ccc(OC)cc1 (centres undefined)
32: COc1ccc(CNC(=O)COC(=O)CCOc2ccc(C)cc2)cc1OC
33: COc1cccc(NC(=O)C2CCCCC2)c1
34: Cc1ccc(NC(=O)[C@@H](CC(C)C)NC(=O)[C@@H]2Cc3ccccc3CN2)cc1
35: CCOC(=O)C1=C(COc2ccc(F)cc2Cl)NC(=O)NC1c1cc(C)ccc1C (centres undefined)
36: COc1cccc(Nc2nc(-c3ccccc3)nc3ccccc23)c1

entry no.	31	32	33	34	35	36
Tb PYK inh	-7%	-10%	-1%	-5%	4%	-13%
Pf growth 48h	u	1%	83%[activator]	1%	u	0%
LmPK inhibitor	0%	x	6%	-1%	-1%	-4%
Pf growth 96h	1.7µM*	1%	u	2%	u	8%
HCV inhibitor	u	-12%	4%	-3%	u	10µM*
Sm TGR inh	-1%	6%	-11%	-4%	7%	-5%

37: COC(=O)N/N=C/c1cn(Cc2ccc(F)cc2)c2ccccc12
38: COc1ccc(S(=O)(=O)N2CCC(C(=O)NC3CC3)CC2)cc1
39: Cc1cccc(C(=O)Nc2cccc(OC(=O)c3cccc(C)c3)c2)c1
40: CNC(=S)NCCc1ccc(OC)c(OC)c1
41: O=C(C1=C[C@H](C2CCCCC2)C[C@H](OCc2ccc(CO)cc2)O1)N1CCOCC1
42: C/C=C/c1ccc(OCCOCCNCc2ccccc2)c(OC)c1

entry no.	37	38	39	40	41	42
Tb PYK inh	-1%	-4%	9%	23%	-1%	2%
Pf growth 48h	u	9.3µM*	112%[activator]	64%[activator]	-7%	u
LmPK inhibitor	-4%	-3%	-3%	-2%	8%	6%
Pf growth 96h	-7%	15%	43%[activator]	92%[activator]	u	u
HCV inhibitor	-17%	8%	-26%	-6%	5%	-2%
Sm TGR inh	-20%	-1%	7%	-21%	-2%	-26%

Quoted at random: 4 entries already listed
37: COC(=O)N/N=C/c1cn(Cc2ccc(F)cc2)c2ccccc12
38: COc1ccc(S(=O)(=O)N2CCC(C(=O)NC3CC3)CC2)cc1
40: CNC(=S)NCCc1ccc(OC)c(OC)c1
42: C/C=C/c1ccc(OCCOCCNCc2ccccc2)c(OC)c1

entry no.	37	38	40	42
Tb PYK inh	-1%	-4%	23%	2%
Pf growth 48h	u	9.3µM*	64%[activator]	u
LmPK inhibitor	-4%	-3%	-2%	6%
Pf growth 96h	-7%	15%	92%[activator]	u
HCV inhibitor	-17%	8%	-6%	-2%
Sm TGR inh	-20%	-1%	-21%	-26%

More entries follow.
43: CN(Cc1ccco1)C(=O)c1ccc(OC2CCN(Cc3ccccn3)CC2)cc1
44: CCOCCCn1c(SCc2ccccc2)nnc1-c1ccncc1
45: C=CCOC(=O)C1=C[C@H](C2CC2)[C@@H](CCCO)[C@H](OCC)O1
46: CNC(=O)COC(=O)/C=C/c1cccc(F)c1
47: c1ccc(-c2nnc(N3CCN(c4ccccn4)CC3)c3ccccc23)cc1
48: Cc1c(C(=O)N(Cc2ccccc2)C(C)C)oc2ccc(S(=O)(=O)N3CCOCC3)cc12

entry no.	43	44	45	46	47	48
Tb PYK inh	-3%	-11%	-10%	-2%	4%	2%
Pf growth 48h	u	-10%	-23%	8%	7.4µM*	u
LmPK inhibitor	-4%	1%	1%	-1%	4%	8%
Pf growth 96h	-20%	u	u	20%	x	11%
HCV inhibitor	8%	19%	-16%	19%	14µM*	u
Sm TGR inh	u	8%	-29%	2%	6%	3%

49: COc1ccccc1C(=O)C1CCCN(C(=O)c2cc(CC(C)C)nc(C)n2)C1 (centres undefined)
50: Cc1cc(NC(=O)c2ccc3c(c2)OCO3)ccc1NC(=O)c1ccco1
51: CCC1S/C(=N\S(=O)(=O)c2cccs2)N(C2CCCCC2)C1=O (centres undefined)
52: Cc1cc(C(=O)NP(=O)(N2CCOCC2)N2CCOCC2)c(C)n1C1CC1
53: CC(=O)Nc1cccc(C(=O)Nc2ccc(S(=O)(=O)N3CCCCC3)cc2)c1
54: COCCn1c(CN2CC(C)CC(C)C2)nc2c1c(=O)n(C)c(=O)n2C (centres undefined)

entry no.	49	50	51	52	53	54
Tb PYK inh	2%	-9%	0%	-1%	-9%	8%
Pf growth 48h	8%	84%[activator]	x	160%[activator]	u	x
LmPK inhibitor	6%	14µM*	0%	-6%	x	5%
Pf growth 96h	-25%	-2%	-8%	2%	u	-13%
HCV inhibitor	3%	u	15%	20%	-15%	13%
Sm TGR inh	-5%	-2%	8%	5%	6%	0%

Overlap with the part before: 4 entries; new compounds follow.
51: CCC1S/C(=N\S(=O)(=O)c2cccs2)N(C2CCCCC2)C1=O (centres undefined)
52: Cc1cc(C(=O)NP(=O)(N2CCOCC2)N2CCOCC2)c(C)n1C1CC1
53: CC(=O)Nc1cccc(C(=O)Nc2ccc(S(=O)(=O)N3CCCCC3)cc2)c1
54: COCCn1c(CN2CC(C)CC(C)C2)nc2c1c(=O)n(C)c(=O)n2C (centres undefined)
55: COC(=O)c1ccc(NC(=O)CN(c2ccc(C)cc2)S(=O)(=O)c2c(C)n[nH]c2C)cc1
56: Cc1cccc(N(C(=O)Cn2nnc3ccccc32)C(C(=O)NCc2ccco2)c2ccncc2)c1 (centres undefined)
57: C[C@@H](C(=O)N1CCNCC1)n1cc(CCCN=C(N)N)nn1
58: CC(C)NC(=O)c1ccc(N(Cc2ccccc2)S(C)(=O)=O)cc1
59: COc1ccc(N2CCN(C(=O)CN(c3ccc(OC)cc3)S(=O)(=O)c3ccccc3)CC2)cc1
60: O=C1c2ccccc2C(O)N1CCN1CCOCC1 (centres undefined)
61: CN1C2CCC1CC(=NO)C2
62: COc1ccc(CCNC(=O)C(=O)Nc2ccc3c(c2)OCCO3)cc1OC
63: COc1ccc(N(C(=O)CSCC(=O)Nc2cc(C)on2)C(C(=O)NC2CCCCC2)c2ccc(O)c(O)c2)cc1 (centres undefined)

entry no.	51	52	53	54	55	56	57	58	59	60	61	62	63
Tb PYK inh	0%	-1%	-9%	8%	-2%	-7%	1%	-1%	-4%	6%	5%	4%	-12%
Pf growth 48h	x	160%[activator]	u	x	u	-8%	37%[activator]	2%	12µM*	3%	u	u	-4%
LmPK inhibitor	0%	-6%	x	5%	2%	1%	-13%	-5%	5%	0%	3%	0%	1%
Pf growth 96h	-8%	2%	u	-13%	x	x	79%[activator]	-22%	-8%	-4%	u	-19%	2.6µM*
HCV inhibitor	15%	20%	-15%	13%	u	10%&7%	8%	8%	u	4%	5%	0%	2%
Sm TGR inh	8%	5%	6%	0%	1%	u	-4%	-7%	2%	7%	u	1%	-16%
